Compound activity (PubChem BioAssay)
EphB4 antag: EphB4-ephrin-B2 interaction antagonists, primary screen, biochemical, TNYL-RAW peptide probe, fluorescence polarization; EphB4 LBD / TNYL-RAW-Alexa532 peptide; inhibition, % at 7 µM; hit rate 0.15% among 97,000; AID 720, 2007;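 active = inhibition above the screen-wide mean inhibition plus 3 SD, cut at about 15% in these data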;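 also: 0% = DMSO wells and 100% = excess unlabeled TNYL-RAW peptide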
PTPN22 act: LYP phosphatase activators, primary screen, biochemical, DiFMUP fluorescence, 2 µM | recombinant LYP; 0 = plate median, 100 = signal doubled | Tyrosine-protein phosphatase non-receptor type 22 (Homo sapiens), Q9Y2R2 | AID 697, 2007 | hit rate 0.11% among 96,000 | activation, % at 2 µM;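 active = activation at 2 µM above a set limit, the mean plus 5 SD, cut at about 37% in these data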
Plk1 PBD FP: Plk1 polo box domain binding inhibitors, primary screen, biochemical, fluorescence polarization; Plk1 PBD phosphopeptide binding; hit rate 0.13% among 97,000; AID 693, 2007; inhibition, %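 (tested at about 20 µM)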; in the data active = inhibition above about 34%, passing the limit was not always enough
Target sequence (P53350 whole entry, looked up, the tested form may be a part): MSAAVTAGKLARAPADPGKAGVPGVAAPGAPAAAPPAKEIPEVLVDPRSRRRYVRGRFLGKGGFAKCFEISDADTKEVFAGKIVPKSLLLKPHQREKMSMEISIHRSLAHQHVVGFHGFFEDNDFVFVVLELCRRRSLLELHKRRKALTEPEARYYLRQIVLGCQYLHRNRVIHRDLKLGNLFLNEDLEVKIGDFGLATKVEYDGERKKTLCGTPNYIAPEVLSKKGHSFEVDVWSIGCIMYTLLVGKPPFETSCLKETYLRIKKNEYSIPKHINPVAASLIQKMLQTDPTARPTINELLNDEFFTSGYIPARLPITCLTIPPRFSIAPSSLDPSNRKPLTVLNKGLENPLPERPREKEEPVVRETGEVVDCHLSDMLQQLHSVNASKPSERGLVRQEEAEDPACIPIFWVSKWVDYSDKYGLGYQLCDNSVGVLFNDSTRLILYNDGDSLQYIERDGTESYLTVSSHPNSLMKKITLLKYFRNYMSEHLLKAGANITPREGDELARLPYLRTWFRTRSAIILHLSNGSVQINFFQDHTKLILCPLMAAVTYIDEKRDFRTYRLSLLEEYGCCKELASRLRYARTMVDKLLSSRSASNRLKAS
CYP2C9 inhib: blockers of cytochrome P450 2C9 activity – biochemical, luminescence, ADME assay, primary screen | CYP2C9 Supersomes, luciferin-H conversion | inhibition, % at 5 µM | hit rate 20% among 96,000;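 active = blocking of liver enzyme CYP2C9 beyond about 50% at 5 µM, limit read from the data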; also: values of inactives mirror those of a sister screen read the other way
HIV Rev-RRE inh: HIV-1 Rev-RRE binding inhibitors, primary screen, biochemical, FRET, protein-RNA interaction; P05866; Rev peptide-RRE RNA binding; inhibition, % at 8 µM; hit rate 0.79% among 97,000;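 active = inhibition above the screen-wide mean plus 3 SD, cut at about 35% in these data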;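 also: 0% = median DMSO wells and 100% = median Neomycin B control wells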
Target sequence (P05866 whole entry, looked up): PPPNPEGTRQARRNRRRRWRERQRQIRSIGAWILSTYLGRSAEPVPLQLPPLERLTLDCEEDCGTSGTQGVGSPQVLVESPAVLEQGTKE
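Assay system: labelled RRE RNA duplex and labelled Rev peptide / Medium: HEPES pH 7.5 salt buffer with EDTA / Reagent: labelled Rev peptide / Schedule: 5 + 15 min at 25 °C / Signal: FRET, excitation 480 nm, emission 540 nm donor and 671 nm acceptor / Benchmarks: DMSO and neomycin B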
LYP inh 2: PTPN22 phosphatase inhibitors, primary screen, biochemical, DiFMUP fluorescence, 2 µM | hit rate 0.21% among 96,000 | inhibition, % at 2 µM | AID 640, 2007 | recombinant LYP catalytic domain;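 active = inhibition at 2 µM at or above a set limit, the screen mean plus 3 SD, cut at about 24% in these data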;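 also: 0% = DMSO with enzyme and 100% = enzyme fully blocked by orthovanadate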
PLK1 kinase inh: human PLK1 kinase inhibitors, primary screen, biochemical, TR-FRET; inhibition, % at 10 µM; hit rate 0.53% among 97,000; recombinant PLK1 kinase, TR-FRET peptide phosphorylation; Serine/threonine-protein kinase PLK1 (Homo sapiens), P53350;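 active = inhibition of 50% or more in the single-concentration screen; inactive = inhibition below 50%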;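 also: 0% = DMSO max control and 100% = H-89 dihydrochloride min control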
Candida biofilm: clotrimazole potentiators killing Candida biofilms, primary screen, with clotrimazole, Alamar Blue. hit rate 0.14% among 85,000. C. albicans biofilm + clotrimazole. inhibition, % at 6 µM;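 active = inhibition above 20%; inactive = inhibition below 20%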;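 also: preformed 24 hr biofilms exposed to compound for 48 hr; 0% = biofilm without compound and 100% = blank killed by clotrimazole plus chlorhexidine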
CYP2C9 act: human CYP2C9 activators, primary screen, biochemical, luminescence. recombinant CYP2C9, luciferin-H conversion; stronger effect = higher value; factor 1 = untreated enzyme, 0 = blocked. activation factor at 5 µM. hit rate 1.4% among 96,000. AID 1024, 2008;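 active = activation factor of 2 or more for CYP2C9 at a 5 µM dose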;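 also: 0 = sulfaphenazole-blocked wells and 1 = vehicle-only wells; values of inactives mirror those of a sister screen read the other way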
Active calls of the source: *; / = no result given.

SMILES	EphB4 antag	PTPN22 act	Plk1 PBD FP	CYP2C9 inhib	HIV Rev-RRE inh	LYP inh 2	PLK1 kinase inh	Candida biofilm	CYP2C9 act
CCCCCNC(=O)c1ccc2c(=O)[nH]c3c(C(=O)NCC4CCCO4)sc(=S)n3c2c1 (stereo not drawn)	10	-6	-7	95*	11	5	-2	4	0.1
O=C(CCCSc1nc2ccccc2[nH]1)NC1=NCCS1	-9	4	2	19	5	-7	-3	5	0.8
CCOC(=O)Nc1ccc(C)cc1NC(=O)OCC	-5	-12	12	20	6	14	-8	0	0.8
C=CCn1c(O)c(C(CC)=Nc2ccccc2NC(=O)CC)c(=O)[nH]c1=O	5	-4	-33	60*	10	3	0	1	0.4
O=C(c1ccc(Cl)cc1)c1cnc(-c2ccc(Cl)cc2)s1	-2	-40	29	-6	2	41*	-9	/	1.1
CCc1ccc(C(C)NC(=O)C2(C)CC2(Br)Br)cc1 (stereo not drawn)	-6	10	-8	71*	8	-9	-11	/	0.3
COCCCNC(=O)C(=O)N/N=C/c1ccc(OCC(=O)Nc2cccc(Cl)c2C)c(OC)c1	-1	4	1	3	9	2	-6	/	1
Cc1cc2cc(NC(=O)c3ccco3)ccc2[nH]1	1	3	2	-29	9	0	-10	2	1.3
O=C(c1cccnc1)N1CCCc2ccccc21	2	2	-10	0	0	-3	-11	0	1
Cc1ccc(-n2c(=O)c3sccc3n(CC(=O)N3CCCC3)c2=O)cc1	-1	-3	-17	-4	2	1	-7	5	1
O=[N+]([O-])c1ccccc1/C=N/n1c(COc2ccccc2)n[nH]c1=S	2	-19	-23	9	-3	21	-1	/	0.9
CC1(C(=O)O)CCC(C(=O)Nc2ccc3ccccc3c2)C1(C)C (stereo not drawn)	12	9	-12	-19	8	-8	-6	1	1.2
CSc1nc(NC(C)C)nc(N2CCOCC2)n1	-5	4	16	16	2	-5	-8	-3	0.8
COc1ccc(/C=N/NC(=O)c2ccoc2C)cc1COc1c(C)cccc1C	1	3	10	48	3	1	3	/	0.5
CN1C(=O)C(O)(CC(=O)c2ccccn2)c2cc(Br)ccc21 (stereo not drawn)	-12	-6	11	6	1	4	-7	0	0.9
O=C(Nc1ccccc1C1CC1)c1cccs1	2	-7	14	43	11	7	-17	-2	0.6
Nc1nnc(C(c2ccccc2)c2ccccc2)s1	-47	6	-16	33	1	-4	-2	6	0.7
COc1cc(C2NC(=O)C(C#N)=C(S)N2c2ccccc2)ccc1OC(C)C (stereo not drawn)	1	0	13	/	2	0	-15	-1	/
COc1cc(NS(=O)(=O)c2ccc(C)c(C)c2)c(OC)cc1Cl	-2	3	-9	95*	15	-2	-10	8	0.1
Cc1cc(Cl)ccc1OCCCC(=O)N1CCCc2ccccc21	-1	-24	6	21	7	21	5	/	0.8

6 compounds drawn at random from the list so far:
SMILES	EphB4 antag	PTPN22 act	Plk1 PBD FP	CYP2C9 inhib	HIV Rev-RRE inh	LYP inh 2	PLK1 kinase inh	Candida biofilm	CYP2C9 act
O=C(c1ccc(Cl)cc1)c1cnc(-c2ccc(Cl)cc2)s1	-2	-40	29	-6	2	41*	-9	/	1.1
CSc1nc(NC(C)C)nc(N2CCOCC2)n1	-5	4	16	16	2	-5	-8	-3	0.8
CN1C(=O)C(O)(CC(=O)c2ccccn2)c2cc(Br)ccc21 (stereo not drawn)	-12	-6	11	6	1	4	-7	0	0.9
O=C(CCCSc1nc2ccccc2[nH]1)NC1=NCCS1	-9	4	2	19	5	-7	-3	5	0.8
CCc1ccc(C(C)NC(=O)C2(C)CC2(Br)Br)cc1 (stereo not drawn)	-6	10	-8	71*	8	-9	-11	/	0.3
O=C(c1cccnc1)N1CCCc2ccccc21	2	2	-10	0	0	-3	-11	0	1

More compounds.
SMILES	EphB4 antag	PTPN22 act	Plk1 PBD FP	CYP2C9 inhib	HIV Rev-RRE inh	LYP inh 2	PLK1 kinase inh	Candida biofilm	CYP2C9 act
Cc1ccc(NC(=O)c2sc3nc[nH]c(=O)c3c2C)c(C)c1	-4	2	13	-24	-2	0	7	/	1.2
CNC(=O)NC(=O)CSc1nc2cc(C(=O)OC)ccc2c(=O)n1-c1ccccc1	-1	-6	13	15	-2	5	-8	-3	0.8
CCn1c(SCC(=O)Nc2ccc(NC(=O)c3ccco3)cc2)nnc1-c1cccs1	-8	15	2	/	-3	-14	-15	5	/
c1coc(CNCC2OCCc3ccccc32)c1 (stereo not drawn)	1	10	17	-11	6	-12	-4	-7	1.1
c1ccc2nc(N3CCCC3)c(N3CCCC3)nc2c1	5	8	10	8	6	-8	-13	2	0.9
Cc1c(/C(Cc2ccccc2)=N/O)c2ccccc2n1C	-1	7	-10	/	14	-9	-9	7	/
COn1c(SC2CCCCC2)nc2ccccc2c1=O	-3	-4	-24	82*	10	3	-17	6	0.2
CC1C(C)C(O)(c2ccccc2)CCN1C (stereo not drawn)	-5	-1	-15	/	3	-3	-11	2	/
COC(=O)c1ccccc1NC(=O)c1cc(-c2ccc(C)cc2)on1	2	2	1	-34	-4	-4	-11	6	1.3
CC(C(=O)NC1CCCC1)N(Cc1ccco1)C(=O)c1snc(C(=O)NC2CCCC2)c1N (stereo not drawn)	-5	2	-8	44	4	-3	-12	4	0.6
N#Cc1cnn(-c2nc(SCc3ccccc3)nc3sc4c(c23)CCCC4)c1N	-7	-2	-14	42	14	0	9	-3	0.6
COc1ccc(CNC(=O)COC(=O)c2cccnc2Nc2cccc(C(F)(F)F)c2)cc1	0	-7	-14	49	7	8	-7	/	0.5
CCCCSc1nnc(CCCCCNC(=O)OC(C)(C)C)o1	8	1	8	64*	5	0	-5	9	0.4
COc1ccc(C2SCC(C(=O)NCc3ccc(F)cc3)N2C(C)=O)cc1 (stereo not drawn)	4	-2	-3	19	2	-1	-8	4	0.8
COc1ccccc1-c1cn(S(=O)(=O)c2ccc(F)cc2)nc1N	-8	-4	-4	86*	-2	0	-19	10	0.1
Cc1ccc(-c2nc3ccccc3o2)cc1NC(=O)Cc1cccs1	1	1	-24	21	16	3	-17	/	0.8
Cc1cc(C)nc(NC(=O)c2cc3ccccc3o2)n1	-4	3	-17	-1	-2	-5	-14	/	1
CCOc1nc(-c2ccc(OC)cc2)ccc1-c1noc(C)n1	-4	1	-27	6	12	-2	-9	4	0.9
O=C(O)Cn1c(C(F)(F)F)nc2ccccc21	2	-11	-2	-7	4	10	-15	11	1.1
CCC(Oc1ccccc1)C(=O)Nc1ccccc1OC (stereo not drawn)	-4	0	21	4	1	6	-10	4	1
COCC(=O)Nc1ccccc1C(=O)Nc1ccc(OC)cc1	3	-4	-10	50	7	1	-8	5	0.5
O=C(CCCNS(=O)(=O)c1cccc2nsnc12)NCCc1ccccc1	-7	0	-16	0	-3	0	-4	7	1
CCOC(=O)c1cc(C(=O)OCC)c2cc(Br)ccc2n1	-11	-4	-24	64*	-5	1	-12	7	0.4
O=C(NCc1ccco1)c1cc2c(s1)CSC2	-2	-8	-19	56*	8	12	-9	5	0.4
Cc1oc(-c2ccccc2F)nc1CS(=O)CC(=O)NCc1ccc2c(c1)OCO2 (stereo not drawn)	0	-2	-15	53*	4	1	-21	11	0.5
O=C(c1cnc(-c2ccc(Cl)cc2)s1)c1ccc(Cl)cc1Cl	1	-6	-16	-4	9	9	-10	/	1
COc1ccc(/C=C2\SC(=O)N(CCNC(=O)Cn3cnnn3)C2=O)cc1	5	-10	0	70*	7	12	-3	/	0.3
Cc1occc1C(=O)NCc1ccccn1	-11	6	4	-10	5	-12	-13	-3	1.1
CCOC(=O)N/N=C/c1ccccc1F	-46	13	-29	-2	4	-11	-10	/	1
CC(C)C(NC=C1C(=O)OC(C)(C)OC1=O)C(=O)O (stereo not drawn)	-2	-4	21	65*	4	1	-17	5	0.3
COc1ccc(OC)c(NC(=O)c2cc(-c3cc(Cl)ccc3O)n[nH]2)c1	-4	-10	-23	-143	6	10	-5	12	2.4*
Cc1c(C(=O)N2CCCC2)sc(NC(=O)c2ccco2)c1C#N	6	2	-16	/	6	0	-6	5	/
COC(=O)c1ccccc1CCC(C)=O	-8	3	11	13	6	-4	-10	-3	0.9
Cn1c(=O)[nH]c(=O)c2c1nc(N1CCCCC1)n2CCOc1ccccc1	-2	0	-27	8	5	-2	-3	-2	0.9
CCOC(=O)c1cccc(N2C(=O)C3C(C2=O)C2C=CC3C23CC3)c1 (stereo not drawn)	1	-7	-12	32	2	7	-3	-1	0.7
CCOC(=O)c1cnc2cc(Cl)c(OC)cc2c1NCC1CCCO1 (stereo not drawn)	8	-7	-18	70*	1	6	2	/	0.3
Cc1occc1-c1nnc(SCC(=O)c2c[nH]c3ccccc23)n1C	7	-3	-5	54*	7	0	1	5	0.5
CCCCCCCC(=O)N/N=C/c1cccnc1	1	6	-15	27	5	-6	-7	2	0.7
CCOc1ccc(/C=N/O)cc1	4	-3	6	14	12	4	8	0	0.9
CC1(C)CC(=O)c2sc(NC(=O)C3COc4ccccc4O3)nc2C1 (stereo not drawn)	-5	1	-8	14	0	-3	-15	6	0.9
O=C(Nc1ccc(Br)cc1)C1CCCN1S(=O)(=O)c1cccs1 (stereo not drawn)	0	2	-4	90*	2	-2	-8	7	0.1
COc1ccc(C2c3cc(OC)c(OC)cc3CCN2C2CC(=O)N(c3ccccc3)C2=O)cc1OC (stereo not drawn)	2	13	-13	50	3	-11	-24	2	0.5
CC(=O)C1=C(C)NC(=O)NC1c1ccccc1 (stereo not drawn)	-2	-7	-14	-30	2	5	0	/	1.3
Cn1c(SC/C=C/c2ccccc2)nnc1-c1ccco1	3	-11	6	/	9	7	-2	9	/
O=C(NCC(c1cccnc1)N1CCOCC1)c1cccs1 (stereo not drawn)	3	-6	12	-10	8	2	-10	4	1.1
CCn1ncc(C2=NOC(C(=O)Nc3c(C)nn(Cc4ccc(F)cc4)c3C)C2)c1C (stereo not drawn)	-3	-11	18	13	-4	8	-11	11	0.9
Cc1cc(C)n(-c2nc(Nc3ccccc3)nc(-n3nc(C)cc3C)n2)n1	2	-3	2	11	5	2	-12	1	0.9
CCCCNC(=O)CC1N=C2c3ccccc3N=C(SCC(=O)Nc3ccccc3C)N2C1=O (stereo not drawn)	-2	-5	11	34	11	7	-34	5	0.7
CC(=O)Nc1ccc(NC(=O)CSc2nccn2Cc2ccccc2)cc1	5	-6	-1	12	6	3	-5	6	0.9
CC(C)COC(=O)CNc1n[nH]c(=S)[nH]c1=O	-8	-7	-3	-12	5	10	-12	3	1.1

(listing goes on)
SMILES	EphB4 antag	PTPN22 act	Plk1 PBD FP	CYP2C9 inhib	HIV Rev-RRE inh	LYP inh 2	PLK1 kinase inh	Candida biofilm	CYP2C9 act
CC12CCC(C(=O)NCc3cccnc3)(OC1=O)C2(C)C (stereo not drawn)	-1	1	-1	-11	6	-1	-7	0	1.1
CCOc1cc(C(=O)NCc2ccncc2)cc(OCC)c1OCC	3	-3	5	92*	5	0	-7	2	0.1
CCOC(=O)N1CCN(C(c2cccnc2)c2ccc3cccnc3c2O)CC1 (stereo not drawn)	7	-14	-8	33	7	15	5	2	0.7
O=S1(=O)CC(O)C(N2CCCCC2)C1 (stereo not drawn)	5	2	0	/	3	-4	-8	7	/
Cc1cccnc1NC(=O)Nc1cccs1	6	3	-4	27	9	-4	-9	1	0.7
CCOc1cc2[nH]c(=O)n(CCCN3CCCC3=O)c(=O)c2cc1OCC	3	13	-5	12	9	-15	-8	13	0.9
CC(C)CNC(=O)C1C2C=CC(C2)C1C(=O)O (stereo not drawn)	2	-7	-23	-9	7	10	0	-2	1.1
